Assay outcomes (PubChem)
NCI-60 one-dose screen, 48 h, at 10 µM unless noted. Numbers give growth in % (100 = growth as untreated, 0 = no growth, -100 = all killed).
TK-10: TK-10 renal cancer cells; 81,000 compounds, 3.9% hits
RXF 393: RXF 393 renal cancer cells; AID 1794773; 77,000 compounds, 6.9% hits
SN12C: SN12C renal cancer cells; 81,000 compounds, 3.8% hits
ACHN: ACHN renal cancer; 81,000 compounds, 4.9% hits
786-0: 786-0 renal cancer cells | 81,000 compounds, 5.1% hits | AID 1794775
IGROV1: IGROV1 ovarian cancer; 79,000 compounds, 4.7% hits; AID 1794786
UO-31: UO-31 renal cancer. 81,000 compounds, 5.2% hits
SK-OV-3: SK-OV-3 ovarian cancer cells; 80,000 compounds, 3.2% hits; AID 1794785
An asterisk follows results filed as active. Rule for the calls: active = growth percent below 10; inactive = the rest.

How did CNC(=O)c1cc(Oc2ccc3nc(Nc4cc(Cl)cc(Cl)c4)ccc3c2)ccn1 do in these assays?
TK-10: 74; RXF 393: 92; SN12C: 79; ACHN: 63; 786-0: 83; IGROV1: 80; UO-31: 59; SK-OV-3: 86

Results for Nc1ccc(Sc2ccccc2)cc1 ?
TK-10: 106; RXF 393: 102; SN12C: 80; ACHN: 92; 786-0: 99; IGROV1: 103; UO-31: 38; SK-OV-3: 97

What do the screens show for `O=C1C(Cl)=C(NCCCCCCNC2=C(Cl)C(=O)c3ccccc3C2=O)C(=O)c2ccccc21`?
TK-10: 109; RXF 393: 123; SN12C: 84; ACHN: 104; 786-0: 114; IGROV1: 38; UO-31: 84; SK-OV-3: 98

What do the screens show for `COC(=O)CC1CC2(C(=O)OC)c3[nH]c4ccccc4c3CCN2C1=O` (centres undefined)?
TK-10: 93; RXF 393: 110; SN12C: 100; ACHN: 104; 786-0: 105; IGROV1: 108; UO-31: 84; SK-OV-3: 108

What do the screens show for `OC(c1ccccc1)c1ccc(Br)cc1` (centres undefined)?
TK-10: 112; RXF 393: 108; SN12C: 112; ACHN: 112; 786-0: 89; IGROV1: 104; UO-31: 82; SK-OV-3: 103

How did c1cnc2cc3sc4ncccc4c3nc2c1 do in these assays?
TK-10: 112; RXF 393: 111; SN12C: 103; ACHN: 109; 786-0: 102; IGROV1: 106; UO-31: 88; SK-OV-3: 124

What do the screens show for `O=C(O)C(=O)c1ccc(O)cc1O`?
TK-10: 100; RXF 393: 108; SN12C: 93; ACHN: 97; IGROV1: 103; SK-OV-3: 102

How did Nc1c(C(=O)Nc2ccccc2)sc2nc3c(cc12)C(=O)CCC3 do in these assays?
TK-10: 64; RXF 393: -9.9*; SN12C: 60; ACHN: 50; 786-0: 36; IGROV1: 36; UO-31: 71; SK-OV-3: 20

What do the screens show for `N#Cc1nnc2cc(-c3ccccc3)nn2c1-c1ccco1`?
TK-10: 141; RXF 393: 105; SN12C: 100; ACHN: 109; 786-0: 94; IGROV1: 95; SK-OV-3: 98

What do the screens show for `Nc1c(C(=O)Nc2ccccc2)sc2nc3c(cc12)CCC3`?
TK-10: 96; RXF 393: 95; SN12C: 85; ACHN: 96; 786-0: 101; IGROV1: 90; UO-31: 81; SK-OV-3: 96

Results for CC(=O)[C@@H]1CC[C@]2(COCCC#N)CC[C@@]3(C)[C@]4(C)CC[C@H]5C(C)(C)[C@@H](OCCC#N)CC[C@]5(C)[C@H]4CC[C@]3(C)[C@@H]12 ?
TK-10: 129; RXF 393: 114; SN12C: 99; ACHN: 108; 786-0: 114; IGROV1: 99; UO-31: 90; SK-OV-3: 114

How did N=C(N)SCc1ccccc1 (tested in a mixture with another compound) do in these assays?
TK-10: 105; RXF 393: 115; SN12C: 96; ACHN: 93; 786-0: 96; IGROV1: 100; UO-31: 80; SK-OV-3: 99

What do the screens show for `O=C(O)C(O)c1cccc([N+](=O)[O-])c1` (centres undefined)?
TK-10: 106; RXF 393: 101; SN12C: 108; ACHN: 107; 786-0: 101; IGROV1: 115; UO-31: 111; SK-OV-3: 104

Results for CC(=O)c1ccc[n+](C)c1 ?
TK-10: 101; SN12C: 100; ACHN: 98; 786-0: 105; IGROV1: 114; UO-31: 98; SK-OV-3: 103

What do the screens show for `O=C1C(=O)c2ccccc2C(O)=C1CCCc1ccc(C2CCCC2)cc1`?
TK-10: 37; RXF 393: 58; SN12C: 49; ACHN: 31; 786-0: 44; IGROV1: 51; UO-31: 46; SK-OV-3: 55

Results for COc1cc(C2=NN(c3ccc(S(N)(=O)=O)cc3)C(c3cc(OC)c(OC)c(OC)c3)C2)cc(OC)c1OC (centres undefined) ?
TK-10: 103; RXF 393: 96; SN12C: 91; ACHN: 86; 786-0: 96; IGROV1: 108; UO-31: 55; SK-OV-3: 105

How did COc1c(O[C@@H]2OC(CO)[C@@H](O)[C@H](O)C2O)cc2oc3cc(O)c(CC=C(C)C)c(O)c3c(=O)c2c1CC=C(C)C (some centres undefined) do in these assays?
TK-10: 97; RXF 393: 112; SN12C: 91; ACHN: 108; 786-0: 99; IGROV1: 110; UO-31: 87; SK-OV-3: 96

How did CC(C)CCSc1nc(NN)c(C#N)c(-c2ccccc2)n1 do in these assays?
TK-10: 106; SN12C: 87; ACHN: 88; 786-0: 67; IGROV1: 75; UO-31: 75; SK-OV-3: 86

How did O=C1[C@@H](Cl)C2(C(=O)Nc3ccccc32)N1c1ccccc1 (some centres undefined) do in these assays?
TK-10: 132; RXF 393: 102; SN12C: 104; ACHN: 97; 786-0: 102; IGROV1: 97; UO-31: 68; SK-OV-3: 91

Results for S=c1ssnc1-c1ccccn1 ?
TK-10: 40; RXF 393: -0.2*; SN12C: 38; ACHN: 15; 786-0: 18; IGROV1: 15; UO-31: -41*; SK-OV-3: 68

The final 5 compounds of the part above are carried over, then new ones follow.
Results for COc1cc(C2=NN(c3ccc(S(N)(=O)=O)cc3)C(c3cc(OC)c(OC)c(OC)c3)C2)cc(OC)c1OC (centres undefined) ?
TK-10: 103; RXF 393: 96; SN12C: 91; ACHN: 86; 786-0: 96; IGROV1: 108; UO-31: 55; SK-OV-3: 105

How did COc1c(O[C@@H]2OC(CO)[C@@H](O)[C@H](O)C2O)cc2oc3cc(O)c(CC=C(C)C)c(O)c3c(=O)c2c1CC=C(C)C (some centres undefined) do in these assays?
TK-10: 97; RXF 393: 112; SN12C: 91; ACHN: 108; 786-0: 99; IGROV1: 110; UO-31: 87; SK-OV-3: 96

How did CC(C)CCSc1nc(NN)c(C#N)c(-c2ccccc2)n1 do in these assays?
TK-10: 106; SN12C: 87; ACHN: 88; 786-0: 67; IGROV1: 75; UO-31: 75; SK-OV-3: 86

How did O=C1[C@@H](Cl)C2(C(=O)Nc3ccccc32)N1c1ccccc1 (some centres undefined) do in these assays?
TK-10: 132; RXF 393: 102; SN12C: 104; ACHN: 97; 786-0: 102; IGROV1: 97; UO-31: 68; SK-OV-3: 91

Results for S=c1ssnc1-c1ccccn1 ?
TK-10: 40; RXF 393: -0.2*; SN12C: 38; ACHN: 15; 786-0: 18; IGROV1: 15; UO-31: -41*; SK-OV-3: 68

How did CCOc1ccc(/C=N/NS(=O)(=O)c2ccc(C)cc2)cc1 do in these assays?
TK-10: 96; RXF 393: 106; SN12C: 84; ACHN: 19; 786-0: 109; IGROV1: 93; UO-31: 96; SK-OV-3: 97

What do the screens show for `N#CC(C#N)N=Nc1cccnc1`?
TK-10: 112; RXF 393: 99; SN12C: 95; ACHN: 103; 786-0: 103; IGROV1: 99; UO-31: 86; SK-OV-3: 112

How did Nc1nc2ncc(CCNc3ccc(C(=O)NC(CCC(=O)O)C(=O)O)cc3)nc2c(=O)[nH]1 (centres undefined) do in these assays?
TK-10: 107; SN12C: 108; ACHN: 103; 786-0: 93; UO-31: 71; SK-OV-3: 110

Results for CC1=C(C(=O)Nc2ccccc2)C(c2ccc(N(C)C)cc2)n2c(nc3ccccc32)N1 (centres undefined) ?
TK-10: 110; RXF 393: 117; SN12C: 114; ACHN: 109; 786-0: 101; IGROV1: 98; UO-31: 79; SK-OV-3: 108

How did CCC1CCCCN1C(=O)OCC(C)C (centres undefined) do in these assays?
TK-10: 114; RXF 393: 104; SN12C: 110; ACHN: 102; 786-0: 101; IGROV1: 117; UO-31: 93; SK-OV-3: 119

Results for O=C(O)c1ccc(S(=O)(=O)Nc2ccccc2)cc1 ?
TK-10: 88; SN12C: 101; ACHN: 104; 786-0: 105; IGROV1: 102; UO-31: 90; SK-OV-3: 97

Results for O=C(OCOC(=O)c1cccc2ccccc12)c1cccc2ccccc12 ?
TK-10: 101; RXF 393: 120; SN12C: 100; ACHN: 105; 786-0: 83; IGROV1: 100; UO-31: 85; SK-OV-3: 82

What do the screens show for `Cn1c(=O)c2[nH]c(Cc3ccc(N)cc3)nc2n(C)c1=O`?
TK-10: 102; RXF 393: 106; SN12C: 99; ACHN: 100; 786-0: 95; IGROV1: 106; UO-31: 95; SK-OV-3: 98

How did COC(=O)[C@]12CC[C@@H](/C(C)=N/O)[C@@H]1[C@H]1CC[C@@H]3[C@@]4(C)CC/C(=N/O)C(C)(C)[C@@H]4CC[C@@]3(C)[C@]1(C)CC2 do in these assays?
TK-10: 84; RXF 393: 100; SN12C: 88; ACHN: 82; 786-0: 84; IGROV1: 77; UO-31: 63; SK-OV-3: 72

How did Cc1nc(NCCCN2CCOCC2)c2cnn(-c3ccccc3)c2n1 do in these assays?
TK-10: 100; RXF 393: 112; SN12C: 115; ACHN: 100; 786-0: 107; IGROV1: 86; UO-31: 74; SK-OV-3: 97

How did CC(/C=C/c1ccccc1)=N/NC(=O)c1ccncc1 do in these assays?
TK-10: 105; RXF 393: 113; SN12C: 100; ACHN: 111; 786-0: 103; IGROV1: 103; UO-31: 89; SK-OV-3: 105

Results for CCOc1cccc(/C=N\Nc2ccc(S(=O)(=O)O)cc2)c1 ?
TK-10: 123; RXF 393: 99; SN12C: 103; ACHN: 96; 786-0: 103; IGROV1: 104; UO-31: 82; SK-OV-3: 99

How did Cc1ccc(S(=O)(=O)c2nc(-c3ccccc3)oc2SCC(=O)Nc2ccc(F)cc2)cc1 do in these assays?
TK-10: 73; RXF 393: 63; SN12C: 91; ACHN: 64; 786-0: 66; IGROV1: 97; UO-31: 96; SK-OV-3: 50

Results for CCOc1cccc(-c2nc3sccn3c2-c2ccnc(S(C)(=O)=O)n2)c1 ?
TK-10: 119; RXF 393: 98; SN12C: 98; ACHN: 88; 786-0: 103; IGROV1: 94; UO-31: 97; SK-OV-3: 112

How did CCCCN1CCCC[C@@H]1C(=O)N[C@H](C(=O)N(C)[C@H](CCc1nc(C(=O)N[C@@H](Cc2ccccc2)C[C@H](C)C(=O)OC)cs1)C(C)C)C(C)C do in these assays?
TK-10: 102; SN12C: 82; ACHN: 60; 786-0: 77; IGROV1: 50; UO-31: 52; SK-OV-3: 75

Results for CC1=NC=N/C1=C\c1sc(=S)n(CC(=O)O)c1O ?
TK-10: 114; RXF 393: 121; SN12C: 107; ACHN: 101; 786-0: 106; IGROV1: 110; UO-31: 97; SK-OV-3: 110

What do the screens show for `CCCCSc1nnc(-c2c(C)nc3ccc(C)cn23)o1`?
TK-10: 111; RXF 393: 46; SN12C: 88; ACHN: 82; 786-0: 72; IGROV1: 60; UO-31: 55

What do the screens show for `COc1ccc(Oc2nc(Nc3ccc(F)cc3)ncc2NC(=O)c2cc(OC)cc(OC)c2)cc1`?
TK-10: 90; RXF 393: 76; SN12C: 97; ACHN: 95; 786-0: 88; IGROV1: 89; UO-31: 70; SK-OV-3: 75

What do the screens show for `O=[N+]([O-])c1nc2ccccc2[nH]1`?
TK-10: 115; RXF 393: 115; SN12C: 115; ACHN: 105; 786-0: 110; IGROV1: 136; UO-31: 91; SK-OV-3: 109

What do the screens show for `CCN(CC)C(=O)CC1=C(C)/C(=C/c2[nH]c(-c3ccc[nH]3)cc2OC)N=C1C`?
TK-10: 28; RXF 393: 36; SN12C: 29; ACHN: 1.6*; 786-0: -13*; IGROV1: 31; UO-31: -59*; SK-OV-3: 22

What do the screens show for `COc1ccc2[nH]c(O)c(N=NC(=O)c3cc4ccccc4[nH]3)c2c1`?
TK-10: 125; RXF 393: 101; SN12C: 102; ACHN: 98; 786-0: 103; IGROV1: 93; UO-31: 83; SK-OV-3: 107

How did Cc1ccc(-c2csc(NC(=O)CN3CCN(c4cc5c(cc4F)c(=O)c(C(=O)O)cn5C4CC4)CC3)n2)cc1 do in these assays?
TK-10: 16; RXF 393: 27; SN12C: 16; ACHN: 4.3*; 786-0: 23; IGROV1: 25; UO-31: 12; SK-OV-3: -7.1*

How did N#Cc1cn(-c2ccc(Cl)cc2Cl)c(C(=O)c2ccc(F)cc2)c1N do in these assays?
TK-10: 87; RXF 393: 95; SN12C: 92; ACHN: 100; 786-0: 104; IGROV1: 92; UO-31: 87

Results for Cc1cccc(-c2nc(N(C)c3ccc4ncsc4c3)c3ccccc3n2)n1 ?
TK-10: 105; RXF 393: 84; SN12C: 94; ACHN: 95; 786-0: 94; IGROV1: 69; UO-31: 78; SK-OV-3: 97
